Anthrax LF inh2: inhibitors of Bacillus anthracis lethal factor protease | multiplex microsphere protease cleavage assay, LF | inhibition, % at 10 µM | actives 0.12% (n = 360,000) | AID 588501; note: plate controls were buffer without enzyme for full effect and enzyme alone for no effect
FBA Mtb inh: inhibits M. tuberculosis FBA enzyme | P9WQA3 | purified M. tuberculosis FBA, fluorescence read-out | inhibition, % at 1 µM | actives 2.3% (n = 360,000); in the data active = inhibition above about 27%;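 note: 0% = vehicle and 100% = reference inhibitor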
Target sequence (P9WQA3 whole entry, looked up): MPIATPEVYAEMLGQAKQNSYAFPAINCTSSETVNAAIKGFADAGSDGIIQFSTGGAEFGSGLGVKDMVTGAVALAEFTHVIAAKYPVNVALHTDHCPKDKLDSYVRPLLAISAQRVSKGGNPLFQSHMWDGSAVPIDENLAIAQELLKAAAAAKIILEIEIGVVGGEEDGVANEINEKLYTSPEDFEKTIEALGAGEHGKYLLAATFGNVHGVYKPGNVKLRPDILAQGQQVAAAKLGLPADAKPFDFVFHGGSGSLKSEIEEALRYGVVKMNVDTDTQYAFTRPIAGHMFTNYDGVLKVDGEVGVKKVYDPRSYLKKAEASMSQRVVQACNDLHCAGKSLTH
BoNT-F LC inh: inhibitors of Botulinum neurotoxin F light chain protease; Multiplex microsphere protease cleavage assay, flow cytometry; inhibition, % at 10 µM; actives 0.22% (n = 360,000); AID 588497; in the data active = inhibition above about 35%, passing the limit was not always enough; inconclusive = no clear call, values can overlap the other calls; note: plate controls were buffer without enzyme for full effect and enzyme alone for no effect
GDH-TPI counter: inhibits GDH-TPI coupling enzymes, artifact for Mtb FBA screen. GDH-TPI coupled enzyme counterscreen, NADH absorbance. inhibition, % at 4.8 µM. actives 1.2% (n = 360,000). AID 588335; in the data active = inhibition above about 30%;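 note: 0% = DMSO wells and 100% = wells lacking the enzyme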
FadD28 binding: M. tuberculosis FadD28 bisubstrate binding inhibition; FadD28 bisubstrate probe binding, fluorescence polarization; inhibition, % at 12.5 µM; actives 0.22% (n = 360,000); in the data active = inhibition above about 8.5%, passing the limit was not always enough; inconclusive = no clear call, values can overlap the other calls
UGM FP inh: blocks M. tuberculosis UGM enzyme; actives 0.06% (n = 320,000); purified UGM, fluorescence polarization probe displacement; P9WIQ1; inhibition, % at 10 µM; in the data active = inhibition above about 10%, passing the limit was not always enough; inconclusive = no clear call, values can overlap the other calls
Target sequence (P9WIQ1 whole entry, looked up): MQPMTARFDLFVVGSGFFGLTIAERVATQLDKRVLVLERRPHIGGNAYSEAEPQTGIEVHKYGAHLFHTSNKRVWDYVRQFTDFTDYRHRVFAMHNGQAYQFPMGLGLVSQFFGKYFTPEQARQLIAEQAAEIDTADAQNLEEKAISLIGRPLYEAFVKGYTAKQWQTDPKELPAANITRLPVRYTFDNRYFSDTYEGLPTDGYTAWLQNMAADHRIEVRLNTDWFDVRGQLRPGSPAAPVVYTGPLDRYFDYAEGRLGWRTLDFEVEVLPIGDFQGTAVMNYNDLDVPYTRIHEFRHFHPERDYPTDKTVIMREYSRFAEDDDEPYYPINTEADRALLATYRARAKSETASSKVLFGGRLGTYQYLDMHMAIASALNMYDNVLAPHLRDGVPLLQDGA
PfHsp40 yeast: compounds rescuing yeast from Plasmodium falciparum HSP40 toxicity | actives 0.68% (n = 340,000) | growth rescue, % at 12.5 µM | AID 504582 | S. cerevisiae expressing PfHsp40, growth rescue, ATP luminescence; in the data active = growth rescue above about 28%, passing the limit was not always enough; inconclusive = no clear call, values can overlap the other calls;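 note: yeast W303a lacking pdr1 and pdr3 grown in galactose medium; growth measured after three days at 30 °C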
BioA inh: blocks M. tuberculosis BioA enzyme activity. purified M. tuberculosis BioA enzyme, plate reader. inhibition, % at 9.99 µM. actives 0.096% (n = 360,000); in the data active = inhibition above about 40%; inconclusive = no clear call, values can overlap the other calls
BoNT A protease: inhibitors of Botulinum neurotoxin A light chain protease; actives 0.17% (n = 360,000); inhibition, % at 10 µM; multiplex microsphere protease substrate cleavage, flow cytometry; note: plate controls were buffer without enzyme for full effect and enzyme alone for no effect
* hit, by the source's call; ? = inconclusive; nt = not tested or not shown. Cut-off read from the data, not from the text of the source, unless noted: active = inhibition above about 30%; inconclusive = no clear call, values can overlap the other calls; inactive = below that. Outcome played no part in choosing rows; overall some 4.7% were active at least once.

molecule | Anthrax LF inh2 | FBA Mtb inh | BoNT-F LC inh | GDH-TPI counter | FadD28 binding | UGM FP inh | PfHsp40 yeast | BioA inh | BoNT A protease
O=C(COC(=O)Cc1ccc(S(=O)(=O)N2CCOCC2)s1)NCc1ccccc1 | 4 | 0 | -6 | 10 | -1.8 | -2.7 | 2.2 | -0.3 | 0.2
Cc1cc(C(=O)COC(=O)c2cccnc2Cl)c(C)n1C | -2 | 1 | -2 | -6 | -5.3 | 0.3 | -0.7 | 3.2 | -0.9
COc1cc2c(cc1OC)C(C)N(C(=O)c1nccnc1C(=O)O)CC2 (stereo unspecified) | nt | 3 | nt | -2 | -1.2 | -1.9 | -1.6 | 0.3 | nt
CCc1nonc1NC(=O)c1oc2c(C)c(C)ccc2c1C | 0 | -1 | -1 | -5 | -4.0 | 0.4 | 0.8 | -0.7 | -0.9
CC(=O)N/C(=C/c1ccc(Cl)cc1)C(=O)NCCc1c[nH]c2ccccc12 | -1 | 0 | -2 | 3 | -3.4 | 0.6 | -0.1 | nt | 0.1
NC(=S)Nc1cccc(F)c1 | 11 | -2 | ? | 17 | -1.2 | 1.7 | -0.4 | 1.4 | 0.3
CSc1nnc(C2CCCN2)n1C (stereo unspecified) | -3 | 2 | 11 | 5 | -0.2 | -0.2 | -1.8 | 0.8 | -0.2
CC(C(=O)NC1CCCC1)N(C(=O)c1snc(C(N)=O)c1N)c1ccc2c(c1)OCCO2 (stereo unspecified) | nt | 1 | nt | 10 | -1.0 | -1.4 | 0.1 | 0.4 | nt
Cc1oc(-c2cccs2)nc1CN1CCC(C(=O)N2CCCC2)CC1 | 6 | 7 | -4 | 1 | -1.2 | -2.1 | -0.1 | nt | 0.0
C=CCOC(=O)CCCC(=O)NC1CCCCC1 | -1 | 4 | 1 | 1 | 1.0 | -1.6 | 0.9 | -0.5 | 0.1
CCc1ccc(C(C(=O)NCc2ccc(OC)cc2)N(CCOC)C(=O)Cc2cccs2)cc1 (stereo unspecified) | -5 | 0 | -8 | -1 | -0.4 | -0.6 | 3.5 | 0.6 | -1.5
CCOC(=O)N1CCC(N2C(=O)c3ccccc3C2Nc2cccnc2)CC1 (stereo unspecified) | 7 | 4 | -7 | 0 | -2.7 | 1.4 | -0.4 | 2.6 | 0.6
COc1ccc(-c2nc(CN3CCN(c4ncnc5ccccc45)CC3)c(C)o2)c(OC)c1 | -2 | 1 | 1 | 17 | -2.0 | -2.2 | -1.0 | nt | 0.1
O=C(O)c1ccc(-c2nn3c(=O)cc(N4CCNCC4)nc3s2)cc1 | -10 | 4 | -5 | 15 | -1.3 | nt | nt | -0.7 | -1.1
C(=N\N(c1ccccc1)c1ccccc1)/c1ccc2c(c1)OCO2 | -3 | -1 | -8 | 2 | -3.7 | -2.0 | 0.8 | nt | -1.2
Oc1csc(Cc2nc(-c3ccc(-c4ccccc4)cc3)cs2)n1 | 1 | 1 | 2 | 24 | -2.7 | -0.4 | 0.9 | -0.3 | -0.2
CCOC(=O)C1=CN(Cc2cccc(F)c2)S(=O)(=O)NC1c1cccc(OC)c1 (stereo unspecified) | -5 | 4 | -1 | 15 | 0.0 | nt | -0.1 | -0.2 | -0.3
COc1ccc(C(=O)CSc2nc(=O)n(Cc3cccnc3)c3c2CCC3)cc1 | -6 | -3 | -59 | 12 | -0.9 | nt | -0.9 | 6.3 | -34
CN(C)CCNC(=O)c1cccc(-c2cc(NC=O)c3ncc(-c4cccc(C(F)(F)F)c4)n3c2)c1 | -3 | -3 | -19 | 6 | -27 | nt | nt | 2.8 | 0.3
CCOC(=O)c1ccc(Oc2nc(OC)nc(N(C)C)n2)cc1 | -4 | -1 | -3 | 2 | -1.9 | 2.8 | 1.0 | nt | 0.2
Cc1cc(NC(=O)CCC(=O)N(Cc2ccccc2)C2(C(=O)NC3CCCCC3)CCCC2)no1 | 0 | -2 | -4 | 6 | -3.8 | -1.8 | -0.1 | -1.4 | -0.7
O=C(N/N=C/c1ccc([N+](=O)[O-])cc1)c1ccc(NS(=O)(=O)c2cccs2)cc1 | -11 | -5 | -14 | 41* | 1.0 | 3.2 | -0.8 | 1.1 | -0.6
Cc1csc(SC(C)C(=O)NC2CCCCC2C)n1 (stereo unspecified) | -1 | -1 | 11 | 4 | -0.9 | -0.8 | 0.3 | nt | 2.9
O=C1N(c2ccccc2)C(=Nc2ccccc2)SC12CC2 | 3 | -1 | 5 | 11 | -3.0 | 2.6 | 0.6 | nt | -1.1

In the list so far, these have a thiophene ring, fused or not.
molecule | Anthrax LF inh2 | FBA Mtb inh | BoNT-F LC inh | GDH-TPI counter | FadD28 binding | UGM FP inh | PfHsp40 yeast | BioA inh | BoNT A protease
O=C(COC(=O)Cc1ccc(S(=O)(=O)N2CCOCC2)s1)NCc1ccccc1 | 4 | 0 | -6 | 10 | -1.8 | -2.7 | 2.2 | -0.3 | 0.2
Cc1oc(-c2cccs2)nc1CN1CCC(C(=O)N2CCCC2)CC1 | 6 | 7 | -4 | 1 | -1.2 | -2.1 | -0.1 | nt | 0.0
CCc1ccc(C(C(=O)NCc2ccc(OC)cc2)N(CCOC)C(=O)Cc2cccs2)cc1 (stereo unspecified) | -5 | 0 | -8 | -1 | -0.4 | -0.6 | 3.5 | 0.6 | -1.5
O=C(N/N=C/c1ccc([N+](=O)[O-])cc1)c1ccc(NS(=O)(=O)c2cccs2)cc1 | -11 | -5 | -14 | 41* | 1.0 | 3.2 | -0.8 | 1.1 | -0.6

The list goes on.
molecule | Anthrax LF inh2 | FBA Mtb inh | BoNT-F LC inh | GDH-TPI counter | FadD28 binding | UGM FP inh | PfHsp40 yeast | BioA inh | BoNT A protease
O=C(NN=C1CCCCCCC1)c1ccc(F)cc1 | -3 | -2 | -5 | -1 | -0.9 | -0.3 | -0.8 | nt | -0.6
O=C(CCc1ccccc1)Nc1ccc(F)cc1F | -7 | 1 | 7 | 10 | -1.6 | 0.8 | 0.0 | -2.3 | 0.0
Cc1ccc(-c2nc(-c3ccccc3)no2)cc1 | -2 | 3 | -4 | -7 | -1.2 | 1.4 | 0.4 | nt | 0.1
COc1ccccc1S(=O)(=O)CC(O)COc1ccc(C#N)cc1 (stereo unspecified) | 0 | 5 | -4 | 2 | -1.7 | -4.8 | -1.0 | nt | -1.0
O=C(Nc1ccc2oc(-c3ccccc3F)nc2c1)c1ccc2c(c1)OCCO2 | -4 | 7 | -9 | 20 | 1.0 | 0.2 | -0.6 | -4.8 | -2.1
COCCNc1oc(-c2ccc(F)cc2)nc1C#N | 3 | 107* | -3 | 9 | -1.6 | 1.1 | -2.1 | -0.4 | -0.7
Cc1ccc(CC(=O)Nc2ccc(C(=O)N3CCCCC3)cc2)cc1 | 7 | -1 | -4 | 3 | 0.0 | 0.7 | -0.8 | -0.3 | -0.8
COc1ccc(CNC(=O)Nc2cccc(C)c2)cc1 | 2 | 2 | 6 | -1 | 0.3 | -0.7 | -0.6 | -4.4 | 0.6

Further compounds:
Results follow in this order: Anthrax LF inh2	FBA Mtb inh	BoNT-F LC inh	GDH-TPI counter	FadD28 binding	UGM FP inh	PfHsp40 yeast	BioA inh	BoNT A protease
CCOC(=O)N1CCC(NC(=O)Cn2nc(-c3ccccc3)ccc2=O)CC1
    0	2	3	6	-1.5	2.1	-1.0	-3.8	0.7
CC(=O)NCCC1CCCCN1Cc1nc(Cc2cccc(C(F)(F)F)c2)no1 (stereo unspecified)
    0	-7	0	-1	-3.3	-0.1	0.0	nt	-0.7
CCNc1nc(NCC)n2c(SCC(=O)Nc3ccc(OC(F)F)cc3)nnc2n1
    -2	7	-6	-1	0.8	nt	-0.5	nt	0.6
NC(COCc1ccccc1)c1csc(Nc2ccc(S(N)(=O)=O)cc2)n1 (stereo unspecified)
    -4	-3	-7	5	-6.0	nt	nt	3.0	-0.1
CCOc1cc(C(=O)OCC(=O)Nc2c(C)cccc2C)ccc1OCC(=O)N1CCOCC1
    -1	3	0	-4	-1.1	6.3	-1.0	nt	-0.5
O=C(C1=C[C@@H](c2ccc(Br)cc2)C[C@@H](OCc2ccc(CO)cc2)O1)N1CCN(Cc2ccc3c(c2)OCO3)CC1
    -2	4	-4	3	-0.5	3.0	0.9	-2.2	0.1
COc1ccc(C(=O)COC(=O)COc2ccc(C)c(C)c2)cc1
    3	3	10	5	-1.2	nt	0.0	-0.6	2.1
O=C(COc1ccccc1)N1N=C(c2cccnc2)CC1(O)C(F)(F)F (stereo unspecified)
    3	0	-1	6	-3.9	-4.3	0.0	1.3	0.3
Cc1ccc(NC(=O)C2CCCN2C(=O)NC2CCCCC2)cc1C (stereo unspecified)
    1	3	4	-5	-2.0	0.3	-0.7	nt	-1.6
Cc1ccc(OCc2cc(C(=O)N(C)CCc3nc4ccccc4[nH]3)no2)cc1C
    -1	1	17	8	-2.9	nt	-0.2	1.0	2.6
CC(CCc1ccccc1)NC(=O)c1ccccc1Cl (stereo unspecified)
    nt	1	nt	8	-1.9	4.5	0.3	-1.6	nt
COc1ccc(S(=O)(=O)N2CCCCC2C)cc1 (stereo unspecified)
    -3	-2	12	-3	-2.6	-0.8	-0.3	1.1	-1.0
COc1cc(C(=O)NCc2nnc(SCC(=O)NCCc3ccccc3)o2)cc(OC)c1OC
    0	8	6	4	-0.4	3.4	0.4	-2.9	0.6
Cc1nnc(N/N=C/c2cccc(OCc3ccc(Cl)c(Cl)c3)c2)n1N
    -3	-1	-16	10	-9.4	-0.6	38*	-0.1	-0.6
COc1ccc(/C=N/OCC(=O)Nc2ccc3c(c2)OCO3)c(OC)c1
    -5	3	2	3	-1.8	-3.0	-1.0	-0.5	0.5
Cc1cc(N/N=C/c2ccco2)c2ccccc2n1
    -2	9	1	-2	-3.0	-0.7	0.0	nt	-0.1
O=C1NC(=O)C(=Cc2cc3c(cc2[N+](=O)[O-])OCO3)C(=O)N1
    -2	4	-6	22	-0.2	1.1	0.0	-2.1	-0.3
COc1ccccc1CN1CCNC(=O)C1CC(=O)NCCOc1cccnc1 (stereo unspecified)
    -1	-3	-2	-3	-2.6	-1.5	0.7	nt	0.2
O=C(CC(=O)Nc1cccc(Cl)c1Cl)Nc1cccc(Cl)c1Cl
    0	0	-16	-1	-2.2	3.5	-0.6	-2.9	-2.9
C=CCN(CC(=O)Nc1c(C)cccc1CC)C(=O)SCCC
    -7	1	-8	-1	-0.8	-2.7	-0.8	-2.3	-0.4
CCOC(=O)N1CCC(N2CCN(S(=O)(=O)c3ccc(C)cc3)CC2)CC1
    -1	4	21	3	0.3	1.0	1.0	nt	-0.1
C/C(=N\NC(=S)NC(C)C)c1ccccc1
    -10	2	0	1	-1.5	4.5	-1.0	nt	-1.6
O=C1C2CCCN2C(c2ccc(Cl)cc2)N1c1ccccn1 (stereo unspecified)
    -2	2	-7	18	1.3	4.1	-0.6	-1.8	-0.8
C=CCNC(=S)NNC(=O)c1cccn(Cc2ccc(Cl)cc2Cl)c1=O
    -2	4	-4	18	-0.6	-0.8	1.9	-1.1	?
CCn1c(COc2cccc(OC)c2)nnc1SCC(=O)Nc1cccc(OC)c1
    -2	-4	-1	9	-1.6	-2.1	0.3	4.1	0.7
CN(C)c1ncnc2c1ncn2[C@H]1CN(Cc2ccc(F)cc2)C[C@@H](CO)O1
    1	-1	-6	8	-4.4	nt	nt	-0.2	0.0
COc1ccc(-c2cc(C(=O)NCC(c3ccccc3)N(C)C)c3ccccc3n2)cc1OC (stereo unspecified)
    2	9	-16	20	-0.9	-0.3	4.0	nt	0.0
O=C1NC(=O)C(=C2CCCCCC2)S1
    0	-2	-5	0	-0.7	1.6	-0.4	nt	-1.0
Cc1ccccc1C(=O)N1CCN(c2ccc(NC(=O)c3cccc(OC(C)C)c3)cc2)CC1
    -1	7	4	-4	1.3	1.3	2.3	-2.4	2.4
COc1ccc(NC(=O)/C(C#N)=C\c2ccc(OCc3ccc(C(=O)O)cc3)c(OC)c2)cc1
    0	-1	0	18	-3.5	1.3	1.4	nt	0.2

Screening data (PubChem BioAssay)
